# GAA inhib: qHTS Assay for Inhibitors of Human alpha-Glucosidase as a Potential Chaperone Treatment of Pompe Disease | 200,000 tested, 0.005% active | Lysosomal alpha-glucosidase (Homo sapiens), P10253 | purified human GAA, 4-MU-alpha-glucoside fluorescence | Potency, µM (highest dose often 76.9 µM), inactives show at the top dose activity change, negative = inhibition, actives largely listed as inhibitors;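 note: plate controls were uninhibited enzyme wells for no effect and no-enzyme background for full effect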
#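 AC50 values come from Hill fits of compound titrations (up to 77 uM) against 4 nM human enzyme. Substrate 4-methylumbelliferyl-alpha-D-pyranoside at 400 uM, pH 5.0 citrate buffer, 20 min room temperature; fluorescence Ex 365/Em 440 after alkaline stop.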
# RGS12 GoLoco inh: qHTS Assay for Inhibitors of RGS12 GoLoco Motif Activity (Red Fluorophore); Guanine nucleotide-binding protein G(i) subunit alpha-1 (Homo sapiens), P63096; Gai1:RGS12 GoLoco peptide FP, rhodamine, 10 min; Potency, µM (series often up to 61.6 µM), for inactives: top-dose activity, negative = inhibition, usual class: inhibitors; 230,000 tested, 0.44% active; AID 880, 2007; active = well fitted inhibition curve with a large enough effect, not every such curve was filed as active; inactive = no such curve, though single readings can be large or run the other way; note: nearly all actives have a fitted effect of over 30% in size; many of its hits are not listed in these tables
# Target sequence (P63096 whole entry, looked up): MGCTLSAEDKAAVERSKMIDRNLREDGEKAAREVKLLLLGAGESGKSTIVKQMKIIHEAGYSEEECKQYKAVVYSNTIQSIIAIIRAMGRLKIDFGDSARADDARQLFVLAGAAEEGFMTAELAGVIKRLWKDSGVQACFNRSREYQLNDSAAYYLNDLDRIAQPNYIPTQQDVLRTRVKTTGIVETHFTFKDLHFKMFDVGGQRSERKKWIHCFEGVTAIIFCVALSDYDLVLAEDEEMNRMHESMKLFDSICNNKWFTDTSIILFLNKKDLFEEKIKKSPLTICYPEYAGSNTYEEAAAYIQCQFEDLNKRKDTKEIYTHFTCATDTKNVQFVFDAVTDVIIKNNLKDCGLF
# GAA spleen mod: qHTS Assay for Inhibitors and Activators of Human alpha-Glucosidase From Spleen Homogenate; 240,000 tested, 0.006% active; Potency, µM (highest dose often 79.9 µM), for inactives: top-dose activity change, negative = inhibition, most hits filed as inhibitors; Lysosomal alpha-glucosidase (Homo sapiens), P10253; AID 2112, 2009; human spleen homogenate, 4-MU-alpha-glucoside fluorescence;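 note: 0% = enzyme with vehicle and -100% = no enzyme basal signal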
#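 Human spleen homogenate (1 ug) incubated with compounds and 1 mM 4-methylumbelliferyl-alpha-D-glucopyranoside in pH 5.0 citrate/phosphate buffer, 37 C, 40 min. Stopped at pH 10; 4-MU fluorescence (Ex 365/Em 440 nm); AC50 by Hill fit.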
# TexasRed fluor: Total Fluorescence Counterscreen for Inhibitors of the Interaction of Thyroid Hormone Receptor and Steroid Receptor Coregulator 2; TRb/SRC2 Texas Red total fluorescence interference; Potency, µM (doses to about 106 µM), for inactives: at the highest dose fluorescence change, negative = quenching; 280,000 tested, 0.29% active; AID 1479, 2009; active = well fitted curve in either direction with a large enough effect; inconclusive = small, poorly fitted or top-dose-only effect
#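 Flags fluorescent or light-absorbing compounds by total fluorescence, S + 2P, at 555 nm excitation and 632 nm emission. Mixture: 20 nM Texas Red SRC2 peptide, 0.6 uM human TRb LBD, 1 uM T3, 5% DMSO; compound exposure 5 h at ambient temperature.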
# RECQ1 inh: qHTS Assay for Inhibitors of RecQ-Like Dna Helicase 1 (RECQ1); 240,000 tested, 0.54% active; RECQ1 DNA unwinding, red fluorescence kinetic read; Potency, µM (highest dose often 57.3 µM), for the others: top-dose activity, negative = inhibition, usual class: inhibitors;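 note: plate controls were vehicle for no effect and no enzyme for full effect; nearly all actives have a fitted effect of over 30% in size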
#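 50 nM RECQ1T1 preincubated 15 min with compound in Tris pH 8.0 buffer with MgCl2, DTT, Tween-20 and 2.5 ug/ml poly(dI-dC); started with 200 nM TAMRA/BHQ-2 forked duplex and 2 mM ATP. Unwinding read as fluorescence (525/598 nm), two reads 2 h apart.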
# TRb SRC2 PPI: qHTS for Inhibitors of the Interaction of Thyroid Hormone Receptor and Steroid Receptor Coregulator 2; Thyroid hormone receptor beta (Homo sapiens), P10828; TRbeta-SRC2 peptide binding, fluorescence polarization; receptor liganded with 1 µM T3; Potency, µM (doses to about 106 µM), without a hit: at the highest dose activity change, negative = inhibition, hits mostly inhibitors; 280,000 tested, 0.065% active; AID 1469, 2008;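 note: plate controls were bound peptide for no effect and peptide without receptor for full effect; nearly all actives have a fitted effect of over 50% in size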
# Target sequence (P10828 whole entry, looked up): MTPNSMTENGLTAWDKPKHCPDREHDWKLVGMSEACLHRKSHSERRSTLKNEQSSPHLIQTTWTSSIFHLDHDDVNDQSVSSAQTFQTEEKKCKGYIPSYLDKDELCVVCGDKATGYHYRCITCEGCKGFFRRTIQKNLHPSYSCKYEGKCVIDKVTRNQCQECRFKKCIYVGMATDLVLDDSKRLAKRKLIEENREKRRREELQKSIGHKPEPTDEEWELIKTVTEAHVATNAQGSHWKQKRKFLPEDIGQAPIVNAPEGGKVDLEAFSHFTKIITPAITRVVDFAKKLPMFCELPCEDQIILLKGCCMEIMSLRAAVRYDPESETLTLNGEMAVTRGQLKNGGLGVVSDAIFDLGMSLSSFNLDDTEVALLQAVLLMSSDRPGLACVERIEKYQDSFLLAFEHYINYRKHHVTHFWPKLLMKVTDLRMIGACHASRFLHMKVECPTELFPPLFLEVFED
#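 Each compound concentration gave % activity, normalized to unbound and bound Texas Red SRC2 controls, from polarization read after 5 hr ambient incubation with T3-loaded human TRb LBD.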
# L3MBTL1 inh: qHTS Assay for the Inhibitors of L3MBTL1 | Lethal(3)malignant brain tumor-like protein 1 (Homo sapiens), Q9Y468 | AlphaScreen L3MBTL1–H3K9me1 peptide binding | Potency, µM (highest dose often 57.1 µM), without a hit: at the highest dose activity, negative = inhibition, most hits filed as inhibitors | 230,000 tested, 0.66% active | AID 485360, 2010; note: nearly all actives have a fitted effect of over 60% in size
#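 First, the protein-peptide complex forms for 30 min at room temperature (L3MBTL1 50 nM, biotinylated H3K9me1 peptide 75 nM). Next, compounds are pin-transferred and incubated 30 min. Finally, AlphaScreen beads are added and read after 30 min.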
# GAA glycogen: qHTS Assay for Inhibitors and Activators of Human alpha-Glucosidase Cleavage of Glycogen | Lysosomal alpha-glucosidase (Homo sapiens), P10253 | recombinant GAA, glycogen substrate, Amplex Red glucose oxidase fluorescence | Potency, µM (doses to about 76.4 µM), inactives show at the highest dose activity change, negative = inhibition, actives largely listed as inhibitors | 300,000 tested, 0.38% active | AID 2100, 2009;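 note: 0% = full enzyme reaction and -100% = no-enzyme basal signal; the screen sought inhibitors and activators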
#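 Natural-substrate format: glycogen cleavage by 4 nM human enzyme, glucose read by Amplex Red coupling (Ex 573, Em 610 nm). Normalized to enzyme and no-enzyme controls.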
# * = called active by the depositor; i = inactive; ? = inconclusive; / = not tested or not shown; [ ] = another dose, or the depositor's remark. Unless noted, calls come from the whole dose curve; as a rule, active = well fitted curve in the direction sought with a large enough effect; inconclusive = small, poorly fitted or top-dose-only effect, or another doubt; inactive = no such curve, though single readings can be large; an effect the other way counts as inactive or inconclusive. Unless noted, % is set by controls: 0 for no effect and ±100 for the full control effect; potency is the fitted concentration of half-maximal effect. The list is partial; count on the stated rates, not on these rows.
SMILES,GAA inhib,RGS12 GoLoco inh,GAA spleen mod,TexasRed fluor,RECQ1 inh,TRb SRC2 PPI,L3MBTL1 inh,GAA glycogen
NS(=O)(=O)c1cc(C(=O)OCC(=O)Nc2ccc(Cl)cc2[N+](=O)[O-])ccc1Cl,4.9%,5.4%,-0.2%,0.9%,i,5.3%,-10.3%,-0.3%
O=C1CSC(c2ccccc2)N1c1nnc(C23CC4CC(CC(C4)C2)C3)s1 (stereo not drawn),-1.6%,2.6%,4.4%,-0.1%,-5.3%,-12.1%,/,13.7%
CC(C)(C)C(=O)O/N=C(\N)c1ccc([N+](=O)[O-])s1,-8.9%,-7.0%,-3.5%,-0.2%,i,-0.6%,-20.3%,8.3%
CC1=C(C(=O)c2ccccc2)C(c2ccc(N3CCOCC3)cc2)NC(=O)N1 (stereo not drawn),-5.3%,85.8%[activator],4.3%,0.5%,-14.0%,-2.1%,0.1%,1.5%
O=C(Nc1nnc(COc2ccc(Cl)cc2)s1)c1cccs1,-0.4%,-6.5%,-5.8%,1.5%,-14.7%,-2.9%,-6.5%,0.1%
CC(C)OC(=O)c1ccc(COC(=O)c2cnccn2)cc1,6.5%,20.8%,-15.2%,1.0%,-2.7%,1.2%,-1.6%,-3.1%
Nc1ncnc(Sc2ncccn2)c1[N+](=O)[O-],-1.0%,19.1%,-1.8%,-2.4%,i,2.4%,-0.6%[11.4 µM],18.3%
CCCCCCN(C(=O)CCCCCN1C(=O)NC(c2ccc3ccccc3c2)C(C(=O)OCc2ccccc2)=C1C)C(C(=O)NCCCC)c1ccc(OCC(=O)OC)c(C(=O)OC)c1 (stereo not drawn),/,7.1%,-2.6%,2.9%,-10.0%,4.5%,/,/
CCCCOc1ccc(NC(=O)Cn2c(=O)ccc3c(C)cc(C)nc32)cc1,6.1%,-3.3%,-6.0%,2.5%,i,-5.2%,8.4%,-9.8%
CN(C)C/C(Cl)=C(\Cl)c1ccccc1,-3.6%,-15.9%,2.8%,0.7%,-4.0%,-3.5%,-0.1%,1.8%
COc1ccc(C(C(=O)Nc2ccc(C(C)C)cc2)N(C)C(=O)c2ccc(=O)[nH]c2)cc1 (stereo not drawn),-0.6%,1.3%,-4.0%,0.4%,i,7.3%,/,-30.1%
FC(F)(F)c1nc(Oc2ccccc2)c2ccccc2n1,-1.1%,-1.9%,3.8%,-2.5%,-8.9%,6.7%,28.0%,1.0%

# Taken from the entries so far for reference:
SMILES,GAA inhib,RGS12 GoLoco inh,GAA spleen mod,TexasRed fluor,RECQ1 inh,TRb SRC2 PPI,L3MBTL1 inh,GAA glycogen
NS(=O)(=O)c1cc(C(=O)OCC(=O)Nc2ccc(Cl)cc2[N+](=O)[O-])ccc1Cl,4.9%,5.4%,-0.2%,0.9%,i,5.3%,-10.3%,-0.3%
O=C1CSC(c2ccccc2)N1c1nnc(C23CC4CC(CC(C4)C2)C3)s1 (stereo not drawn),-1.6%,2.6%,4.4%,-0.1%,-5.3%,-12.1%,/,13.7%
CC(C)(C)C(=O)O/N=C(\N)c1ccc([N+](=O)[O-])s1,-8.9%,-7.0%,-3.5%,-0.2%,i,-0.6%,-20.3%,8.3%
CC1=C(C(=O)c2ccccc2)C(c2ccc(N3CCOCC3)cc2)NC(=O)N1 (stereo not drawn),-5.3%,85.8%[activator],4.3%,0.5%,-14.0%,-2.1%,0.1%,1.5%
O=C(Nc1nnc(COc2ccc(Cl)cc2)s1)c1cccs1,-0.4%,-6.5%,-5.8%,1.5%,-14.7%,-2.9%,-6.5%,0.1%

# Next structures follow:
SMILES,GAA inhib,RGS12 GoLoco inh,GAA spleen mod,TexasRed fluor,RECQ1 inh,TRb SRC2 PPI,L3MBTL1 inh,GAA glycogen
CCn1c(SCC(=O)Nc2ccc3c(c2)OCO3)nnc1-c1ccccc1O,-2.8%,12.3%,-14.5%,1.7%,i,-2.3%,/,-1.4%
O=S(=O)(Nc1ccccn1)c1ccc(Cl)c2ccccc12,10.8%,16.5%,-2.8%,0.4%,-14.7%,7.1%,4.0%,10.4%
O=c1c2c3c(sc2nc2n1CCC2)CCC3,-2.4%,-4.8%,3.9%,-3.1%,6.0%,-1.2%,8.2%,-9.1%
O=C(O)CCCNS(=O)(=O)c1ccccc1,0.5%,-0.2%,1.6%,-0.1%,-1.4%,-10.5%,8.7%,5.0%
CCOC(=O)C1CCN(c2c(NCCN3CCCCC3C)c(=O)c2=O)CC1 (stereo not drawn),-2.2%,12.8%,4.4%,-1.3%,3.0%,-6.2%,5.5%,-2.6%
CC(C)C(NC(=O)C(NC(=O)C1O[C@@H]2OC(C)(C)O[C@@H]2[C@H]2OC(C)(C)O[C@@H]12)C(C)C)C(=O)O (stereo partly drawn),1.9%,-2.0%,3.4%,0.5%,-7.9%,-2.5%,/,-8.9%
COc1cc2c3c(c1)/C(=C1/SC(=S)NC1=O)C(=O)N3C(C)(C)C=C2C,-8.5%,-2.5%,-3.7%,?,-0.3%,1.0%,?,13.0%
CN(C)c1nc(N/N=C/c2ccccc2O)nc(Nc2ccc(F)cc2)n1,-6.7%,-2.0%,-1.5%,-2.2%,-27.9%,6.2%,/,2.9%
O=C(COC(=O)CSc1ccc2ccccc2c1)NCc1ccc2c(c1)OCO2,-7.6%,-10.5%,3.5%,5.1%,-21.0%,1.8%,1.2%,-2.0%
Cc1csc(N(C(=O)c2ccccc2F)c2ccccc2)n1,-3.8%,5.0%,2.7%,-0.3%,i,-10.9%,1.9%,5.6%
Cc1cc(=O)[nH]c(SCCOc2ccc(OC(C)C)cc2)n1,-4.6%,-0.8%,-5.2%,-1.1%,3.0%,10.4%,?,-16.0%
COc1ccc(N=C(c2ccccc2)c2c(C)[nH]n(-c3ccccc3)c2=O)c(OC)c1,/,1.6%,-3.8%,-2.8%,-4.2%,0.5%,/,-3.6%
COc1ccc(NC(=O)C(CCSC)NC(N)=O)cc1NS(=O)(=O)c1ccc(F)cc1 (stereo not drawn),9.5%,11.5%,0.7%,-1.9%,i,-2.5%,-2.0%,22.2%
C/C(=C1/C(=O)N(c2ccc([N+](=O)[O-])cc2)N=C1c1ccccc1)N(C)C,-7.3%,2.8%,4.7%,-2.6%,i,2.5%,-11.7%,2.3%
CCCn1c(N)c(C(=O)CSc2nc3ccccc3s2)c(=O)[nH]c1=O,-4.9%,10.6%,-2.0%,-0.3%,?,-3.4%,-1.0%,0.3%
CC(C)C[C@H](N)c1cn([C@@H](Cc2ccc(O)cc2)C(=O)N2CCNCC2)nn1,/,-9.0%,-2.8%,-2.7%,i,5.7%,-2.1%,-5.0%
CSc1nnc(C)c(=O)n1COC(=O)c1ccc(S(=O)(=O)N2CCOCC2)cc1,-11.2%,/,-14.8%,-3.7%,-1.5%,-1.1%,4.0%,1.6%
Cc1ccccc1CS(=O)(=O)c1snnc1C,?,3.5%,-8.2%,-0.1%,-10.2%,2.6%,0.1%,13.1%
Cc1c(NC(=O)c2nn3c(C(F)(F)F)cc(-c4ccccc4)nc3c2Cl)c(=O)n(-c2ccccc2)n1C,-0.4%,8.5%,-2.3%,-0.9%,i,4.9%,-1.5%,-3.1%
CC(=O)Nc1ccc(S(=O)(=O)n2nc(-c3ccc(C)cc3)nc2N)cc1,-5.5%,11.8%,0.0%,-2.0%,i,6.0%,0.2%,-16.9%
CCOC(=O)N1CCN(C(=O)C2CCCN(S(=O)(=O)c3ccccc3)C2)CC1 (stereo not drawn),-19.7%,-14.3%,-3.7%,-1.3%,-4.5%,4.7%,/,-4.4%
COc1cc(NC(=O)c2ccnnc2)cc(C(=O)Nc2cccc(C(F)(F)F)c2)c1,/,17.1%,-14.5%,-1.8%,i,-2.3%,/,-9.7%
COc1ccccc1N1CCN(C(=O)c2ccc3c(Cl)c4c(nc3c2)CCCC4)CC1,-11.2%,11.0%,-10.4%,-1.9%,-10.2%,1.5%,-8.4%,-7.4%
COc1ccc(N(CC(=O)NN=C2CCCC2)S(=O)(=O)c2ccccc2)cc1,-2.2%,8.1%,3.4%,-1.3%,-15.0%,-5.0%,12.1%,-0.5%
Cc1[nH]c2ccccc2c1/C=C/c1nc2ccccc2c(=O)n1-c1ccc([N+](=O)[O-])cc1,0.2%,7.1%,-6.6%,2.5%,-6.3%,1.6%,-3.7%,16.4%
CCn1cc(C(=O)NCCCN2CCCC2)c(=O)c2cc(S(=O)(=O)N3CCc4ccccc4C3)ccc21,-12.5%,6.9%,-4.1%,3.3%,i,1.8%,/,-14.0%
COc1ccc(NS(=O)(=O)c2cccs2)cn1,2.5%,-4.2%,10.2%,-0.4%,-3.7%,-5.8%,1.8%,-2.5%
Cc1[nH]c2ccccc2c1/C=N/NC(=O)c1cc(C(C)(C)C)[nH]n1,/,2.0%,-6.5%,-4.9%,-17.2%,-1.4%,/,-1.3%
COc1ccc(CNc2ccc(S(N)(=O)=O)cc2)c(OC)c1OC,2.1%,-5.8%,-2.5%,-9.6%,i,-3.0%,19.7%,16.5%
CC(C)NS(=O)(=O)c1ccc(CCC(=O)O)cc1,-4.9%,-2.2%,-9.6%,2.0%,-2.6%,-0.3%,5.4%,4.4%
CN1CCN(C(=O)c2ccc(N(Cc3ccc(Cl)cc3)S(C)(=O)=O)cc2)CC1,-7.5%,6.1%,7.0%,2.2%,i,1.8%,/,6.7%
COc1ccc(-c2nn(-c3ccccc3)cc2/C=C\C(=O)N2CCOCC2)cc1[N+](=O)[O-],11.2%,14.2%,4.8%,-0.3%,i,-1.4%,-18.9%,-7.1%

# Screening data (PubChem)
